Bioassay records deposited in PubChem BioAssay by National Center for Advancing Translational Sciences (NCATS).
ERK AVP inh: qHTS Assay for Inhibitors of the ERK Signaling Pathway using a Homogeneous Screening Assay; HEK293-V1b, vasopressin-stimulated pERK AlphaScreen; Potency, µM (series often up to 57.5 µM), inactives show at the highest dose activity, negative = inhibition, hits mostly inhibitors; actives 0.99% (n = 72,000); note: nearly all actives have a fitted effect of over 55% in size
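Phosphorylated ERK1/2 detected via AlphaScreen bead proximity in lysates of V1b-expressing HEK293 cells given 25 nM vasopressin for 5 min after 30 min compound exposure (37 °C). AC50 from Hill equation; basal DMSO 0%, vasopressin 100%.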
15-hLO inh: qHTS Assay for Inhibitors of 15-hLO (15-human lipoxygenase) | Potency, µM (highest dose often 57.1 µM), inactives show at the highest dose activity change, negative = inhibition, usual class: inhibitors | actives 1.4% (n = 74,000) | Polyunsaturated fatty acid lipoxygenase ALOX15 (Homo sapiens), P16050 | purified 15hLO-1, xylenol orange hydroperoxide absorbance; note: nearly all actives have a fitted effect of over 55% in size
Target sequence (P16050 whole entry, looked up): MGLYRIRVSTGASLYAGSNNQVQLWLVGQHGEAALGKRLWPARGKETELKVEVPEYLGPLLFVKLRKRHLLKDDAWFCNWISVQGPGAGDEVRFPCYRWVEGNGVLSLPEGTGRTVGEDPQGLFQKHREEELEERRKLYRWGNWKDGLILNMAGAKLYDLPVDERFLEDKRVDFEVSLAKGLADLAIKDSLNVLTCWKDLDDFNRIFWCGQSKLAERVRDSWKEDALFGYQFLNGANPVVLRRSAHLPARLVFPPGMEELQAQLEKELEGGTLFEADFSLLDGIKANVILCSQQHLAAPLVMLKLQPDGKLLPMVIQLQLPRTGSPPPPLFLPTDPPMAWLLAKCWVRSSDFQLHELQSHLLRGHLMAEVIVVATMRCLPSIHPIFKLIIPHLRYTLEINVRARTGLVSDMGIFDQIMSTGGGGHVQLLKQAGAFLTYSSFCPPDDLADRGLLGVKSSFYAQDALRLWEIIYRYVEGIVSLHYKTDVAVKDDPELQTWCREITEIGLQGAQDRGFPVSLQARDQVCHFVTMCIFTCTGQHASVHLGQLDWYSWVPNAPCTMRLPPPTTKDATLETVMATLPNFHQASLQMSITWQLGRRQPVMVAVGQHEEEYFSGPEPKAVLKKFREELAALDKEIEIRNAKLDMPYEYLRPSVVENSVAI
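Purified human 15hLO-1 (40 nM final) in 25 mM Hepes pH 7.5, 0.01% Triton X-100 was preincubated with compound 15 min at room temperature, then reacted 6 min with 50 uM arachidonic acid; hydroperoxide detected by Fe-XO, 573/405 nm absorbance ratio.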
HADH2 inh: qHTS Assay for Inhibitors of HADH2 (Hydroxyacyl-Coenzyme A Dehydrogenase, Type II) | 3-hydroxyacyl-CoA dehydrogenase type-2 (Homo sapiens), Q99714 | recombinant HADH2, NADH fluorescence, beta-hydroxybutyryl-CoA | Potency, µM (doses to about 57.1 µM), for the others: at the highest dose activity change, negative = inhibition, usual class: inhibitors | actives 3.4% (n = 73,000) | AID 886, 2007; note: nearly all actives have a fitted effect of over 60% in size; many of its hits are not listed in these tables
Target sequence (Q99714 whole entry, looked up, one chain of several): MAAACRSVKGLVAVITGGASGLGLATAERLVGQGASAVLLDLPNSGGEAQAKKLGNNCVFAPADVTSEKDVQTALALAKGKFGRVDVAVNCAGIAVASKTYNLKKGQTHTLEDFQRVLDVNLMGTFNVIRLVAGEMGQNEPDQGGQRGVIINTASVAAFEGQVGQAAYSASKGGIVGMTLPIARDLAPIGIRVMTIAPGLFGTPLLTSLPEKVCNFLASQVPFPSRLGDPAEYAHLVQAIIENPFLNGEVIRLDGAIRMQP
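20 nM HADH2 + cpd, 15 min RT; add 1 mM NAD+/90 uM beta-hydroxybutyryl-CoA; kinetic fluorescence 360/450 nm, 4 min. Tris-HCl pH 9.0, 0.01% Tween-20.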
* = called active by the depositor; ? = inconclusive; nt = no result given; [ ] = dose if it differs, or a comment. Calls come from the whole dose curve; as a rule, active = well fitted inhibition curve with a large enough effect; inconclusive = small, poorly fitted or top-dose-only effect; inactive = no such curve, though single readings can be large or run the other way. % is set by controls: 0 for no effect and ±100 for the full control effect; potency is the fitted concentration of half-maximal effect. The list is partial; count on the stated rates, not on these rows.

# | mol | ERK AVP inh | 15-hLO inh | HADH2 inh
1 | O=C(CSc1ncnc2c1nnn2-c1ccc(F)cc1)N1CCN(c2ccccc2)CC1 | nt | -17% | 0%
2 | O=C(Nc1ccc(N2CCOCC2)cc1)c1cc2ccccc2o1 | nt | 6% | 22%
3 | O=C(NC(C(=O)c1ccccc1)N1CCCCC1)c1ccccc1 (centres undefined) | nt | 1% | 1%
4 | CCn1ncc(C2=NOC(C(=O)Nc3cnn(C45CC6CC(CC(C6)C4)C5)c3)C2)c1C (centres undefined) | nt | -4% | -2%
5 | C=CCn1c(SC(CCO)C(=O)NCc2ccco2)nc2sc3c(c2c1=O)CCC3 (centres undefined) | nt | -7% | -1%
6 | Cc1ccc(O)c(C2=NOC(O)(C(F)(F)C(F)F)C2)c1 (centres undefined) | nt | ? | ?
7 | Cc1ccccc1C(=O)c1cccn1CC(=O)O | nt | -9% | -7%
8 | CC(C)(C)c1[nH]nc2c1C(c1cccnc1)C(C#N)=C(N)O2 (centres undefined) | nt | 1% | -8%
9 | COCCNC(=O)C1CCN(S(=O)(=O)c2ccccc2)CC1 | nt | 1% | 1%
10 | CCc1noc(C)c1C(=O)NCCc1ccc(OC)c(OC)c1 | nt | 6% | -1%
11 | CCn1cc(C2=NOC(C(=O)Nc3ccc4c(c3)OCO4)C2)c(C)n1 (centres undefined) | nt | -4% | -4%
12 | CCN(c1cccc(C)c1)S(=O)(=O)c1cccc(C(=O)O)c1 | nt | -2% | 7%
13 | O=C(Nc1ccc(N2CCOCC2)cc1)NC1CCCCC1 | nt | -10% | 7%
14 | c1ccc(OCCOCCSc2ncccn2)cc1 | nt | 4% | 10%
15 | COc1cccc(N2C(=O)CC(Nc3ccc(N4CCOCC4)cc3)C2=O)c1 (centres undefined) | nt | 13µM* | ?
16 | CCCCOc1ccc(/C(N)=N/O)cc1 | nt | 4% | 15%
17 | C=CCN1C(=O)/C(=N/n2cnnc2)c2ccccc21 | nt | -2% | -14%
18 | O=C(Nc1ccc(N2CCCCC2)cc1)c1ccccc1 | nt | -12% | -1%
19 | CCOc1ccccc1C1NC(=O)NC(C)=C1C(=O)OCc1ccco1 (centres undefined) | nt | -8% | -14%
20 | Cc1ccc(O)c(NC(=O)CCC2CCCCC2)c1 | nt | -13% | 1%
21 | O=C(Cc1cccs1)Nc1nnc(-c2ccncc2)s1 | nt | 0% | ?
22 | C#CCOC(=O)C1C2C=CC(C2)C1C(=O)O (centres undefined) | nt | 2% | 7%
23 | c1c(C2CCCCC2)n[nH]c1CN1CCCCC1 | nt | 8% | -1%
24 | Cn1c(C(=O)NCc2cccnc2)cc2sc(Cl)cc21 | nt | 1% | 6%
25 | CCOC(=O)N1CCN(c2nc(-c3ccc(Cl)cc3)cs2)CC1 | nt | -17% | 0%
26 | O=C(CN1C(=O)c2ccccc2C1=O)NCC1CCCO1 (centres undefined) | nt | -1% | -7%
27 | O=C(COc1ccccc1)N1CCN(C(=O)c2cccc(F)c2)CC1 | nt | 4% | 6%
28 | O=C(c1ccc2c(c1)C(=O)N(CCCO)C2=O)c1ccc2c(c1)C(=O)N(CCCO)C2=O | nt | -6% | 11%
29 | Cc1ccc(S(=O)(=O)Nc2ccc(O)c(C(=O)O)c2)c(C)c1 | nt | -4% | -22%
30 | c1ccc(OCCn2c(-c3ccco3)nc3ccccc32)cc1 | nt | -23% | ?
31 | Cc1cc(OCCNCCO)cc(C)c1Cl | nt | -7% | 9%
32 | Cc1ccc2c(c1)c1c3n2CCCNC3CCC1 (centres undefined) | nt | -9% | ?
33 | CCn1nc(C)c(NC(=O)c2cc(Br)ccc2Cl)c1C | nt | -9% | -6%
34 | Cc1c(C(=O)Nc2nnc(C(F)(F)F)s2)oc2ccccc12 | nt | 12% | 13%
35 | CC1Cc2ccccc2N1C(=O)c1cnc2ccccn2c1=O (centres undefined) | nt | -10% | -3%
36 | CCOC(=O)c1c(C)n(C)c2cc(Br)c(C(=O)OC)cc12 | nt | -5% | 11%
37 | Cc1nn(C(C)C(=O)NCC2CCCO2)c(=O)c2cc3occc3n12 (centres undefined) | nt | 6% | 3%
38 | CC(=O)N=c1c(C#N)cc2c(=O)n3cccc(C)c3nc2n1CC(C)C | nt | -14% | 242%[activator]
39 | COc1ccc(Cn2c(CCC(=O)N3CCN(c4ccccn4)CC3)nc3ncccc3c2=O)cc1 | nt | -4% | -16%
40 | Cn1c(CSc2nc3ccccc3s2)nnc1SCC(=O)NCCN1CCOCC1 | nt | -4% | 8%
41 | c1ccc2[nH]c(CSc3nc4ccccc4o3)nc2c1 | nt | 4% | ?
42 | CCOc1ccc(NC(=O)CN2CCN(CC(=O)Nc3ccc(F)cc3)CC2)cc1 | nt | -5% | 9%
43 | Cn1c(=O)c2c(ncn2CC(=O)N2CCCc3ccccc32)n(C)c1=O | nt | 2% | 1%
44 | Nc1ccc(Cl)c(-c2nc3ncccc3o2)c1 | nt | 0% | 3%
45 | CC(C)C12CCC(C(=O)O)C(C1)C(=O)O2 (centres undefined) | nt | 1% | -5%
46 | CC(C(=O)Nc1ccccc1F)N1C(=O)c2ccccc2C1=O (centres undefined) | nt | 8% | 6%
47 | Cc1onc(-c2ccccc2Cl)c1C(=O)Nc1ccc2c(c1)OCO2 | nt | -2% | -7%
48 | O=C(N1CCOCC1)n1nnc2ccccc21 | nt | 0% | -5%
49 | CCOc1cc(/C=N/NC(=O)c2cc(-c3cccc(OC)c3)n[nH]2)ccc1O | nt | -21% | ?
50 | COc1ccc(-n2nnc3c(SCc4ccccc4)ncnc32)cc1 | nt | -1% | -4%
51 | CCCC1C(C#N)=C(N)Oc2n[nH]c(C(C)(C)C)c21 (centres undefined) | nt | -2% | 12%
52 | COc1cc(CNc2cc(C)ccc2C)cc(OC)c1OC | nt | 3% | -2%
53 | N#CC(c1nc2ccccc2nc1N1CCCC1)S(=O)(=O)c1ccccc1 (centres undefined) | nt | ? | 25µM*
54 | CCCSc1nnc2c(n1)OC(c1cccn1C)N(C(C)=O)c1ccccc1-2 (centres undefined) | nt | -4% | -7%
55 | Oc1cnn(-c2ccccc2)c1 | nt | -4% | -5%
56 | CCn1c(C(=O)NCCCN2CCc3ccccc3C2)cc2sccc21 | nt | 1% | 1%
57 | N#Cc1c(N)nc2c(c1-c1ccccc1)CCCC2 | nt | -3% | 39%[activator]
58 | COC(=O)c1ccc(N2C(=O)CC(SCCN)C2=O)cc1 (centres undefined) | nt | -9% | -6%
59 | C[C@@H](NC(=O)c1coc(=O)c(Br)c1)c1ccccc1 | nt | -5% | ?
60 | O=C(NCCO)c1ccc(Cc2nc3ccccc3[nH]2)cc1 | nt | 6% | 4%

Reformatted: 7 of the compounds above.
Second line of a record: ERK AVP inh, 15-hLO inh, HADH2 inh
#51 CCCC1C(C#N)=C(N)Oc2n[nH]c(C(C)(C)C)c21 (centres undefined)
 : nt, -2%, 12%
#52 COc1cc(CNc2cc(C)ccc2C)cc(OC)c1OC
 : nt, 3%, -2%
#53 N#CC(c1nc2ccccc2nc1N1CCCC1)S(=O)(=O)c1ccccc1 (centres undefined)
 : nt, ?, 25µM*
#54 CCCSc1nnc2c(n1)OC(c1cccn1C)N(C(C)=O)c1ccccc1-2 (centres undefined)
 : nt, -4%, -7%
#55 Oc1cnn(-c2ccccc2)c1
 : nt, -4%, -5%
#56 CCn1c(C(=O)NCCCN2CCc3ccccc3C2)cc2sccc21
 : nt, 1%, 1%
#57 N#Cc1c(N)nc2c(c1-c1ccccc1)CCCC2
 : nt, -3%, 39%[activator]

(cont.)
# | mol | ERK AVP inh | 15-hLO inh | HADH2 inh
61 | Cc1ccc(-c2nc(=S)c3c(n2Cc2ccco2)CC(C)(C)OC3)cc1 | nt | -8% | ?
62 | COc1ccc(NC(=O)CN2CCN(S(=O)(=O)c3ccc(Cl)cc3)CC2)cc1Cl | nt | -5% | 2%
63 | Cc1ccc(C(C)NC(=O)c2ccco2)cc1C (centres undefined) | nt | -3% | 1%
64 | COC(=O)Nc1ccc(S(=O)(=O)N2CCN(C)CC2)cc1 | nt | 1% | 0%
65 | Cc1cc(C)cc(OCC(=O)Nc2ccc(N3CCCC3)cc2)c1 | nt | -27% | 0%
66 | COc1ccc(-c2coc3cc(OC4OC(CO)C(O)C(O)C4O)cc(O)c3c2=O)cc1 (centres undefined) | -7% | 5%[25.6 µM] | nt
67 | CN(C)CCc1c[nH]c2ccc(CC3COC(=O)N3)cc12 (centres undefined) | -5% | 7% | nt
68 | CCOc1ccc2nc3cc(N)ccc3c(N)c2c1 | ? | -27% | nt
69 | CC(C)(C)NC[C@@H](O)COc1nsnc1N1CCOCC1 | 4% | 7% | nt
70 | Nc1ncnc2[nH]c(=O)[nH]c12 | 12% | 11% | nt
71 | CC1(C)CCCC2(C)C3C(O)CC2(C)C(O)C31 (centres undefined) | 11% | -4% | nt
72 | O=c1[nH]c(=O)n(C2CC(O)C(CO)O2)cc1C(F)(F)F (centres undefined) | -19% | 2% | nt
73 | OCC1OC([S-])[C@H](O)C(O)C1O.[Au+] (some centres undefined) | ? | ? | nt
74 | COc1ccccc1/C=C\C(=O)O | 11% | -1% | nt
75 | O=C(/C=C(\O)c1ccccc1)c1ccccc1O | -24% | -1% | nt
76 | OC1CCC2Cc3ccccc3N=C12 (centres undefined) | -1% | 0%[25.6 µM] | nt
77 | CCOc1nc2cccc(C(=O)OC(C)OC(=O)OC3CCCCC3)c2n1Cc1ccc(-c2ccccc2-c2nn[nH]n2)cc1 (centres undefined) | -9% | ? | nt
78 | O=c1cc(-c2cccc(O)c2)oc2ccc(O)cc12 | -22% | -13% | nt
79 | C/C=C1\C2C=C(C)C[C@@]1(N)c1ccc(=O)[nH]c1C2 | -6% | 15% | nt
80 | COc1ccc(CN(CCN(C)C)c2ncccn2)cc1 | 2% | -4% | nt
81 | CCCC(=O)Nc1ncnc2c1ncn2C1OC2COP(=O)(O)OC2C1OC(=O)CCC (centres undefined) | -7% | 5% | nt
82 | CCCCCCCCCCCCCCCCCCOCC(O)CO (centres undefined) | 0% | 3% | nt
83 | CC1(C)CC2C1CCC1(C)OC2(C)CCC1O (centres undefined) | -6% | 1% | nt
84 | CC(CCC(=O)O)C1CCC2C3CC(O)[C@@H]4CC(O)CC[C@]4(C)C3CC[C@@]12C (some centres undefined) | 10% | 2% | nt
85 | O=C(O)C(S)[C@@H](S)C(=O)O (some centres undefined) | 6% | 7.9µM* | nt
86 | O=c1[nH]cnc2c1nc(Cl)n2C1OC(CO)C(O)C1O (centres undefined) | -15% | -3% | nt
87 | CC1=C(/C=C/C(C)=C/C=C/C(C)=C/C=C/C=C(C)/C=C/C=C(C)/C=C/C2=C(C)C(=O)CCC2(C)C)C(C)(C)CCC1=O | 1% | ? | nt
88 | CC[C@H](/C=C/[C@@H](C)[C@H]1CC[C@H]2C3CC=C4C[C@@H](O)CC[C@]4(C)C3CC[C@]12C)C(C)C (some centres undefined) | 18% | 3%[25.6 µM] | nt
89 | O=C1CC(c2ccccc2)Oc2ccccc21 (centres undefined) | -15% | -2% | nt
90 | CN(C)c1ccc(O)c2c1C[C@@H]1C[C@H]3C(N(C)C)C(=O)C(C(N)=O)=C(O)[C@@]3(O)C(=O)C1=C2O (some centres undefined) | -14% | 2% | nt
91 | CC(=O)OC1CC2C(C)(C)C(O)C=C[C@@]2(C)C2CC[C@@]3(C)C(c4ccoc4)OC(=O)C4OC43[C@]12C (some centres undefined) | 5% | -7% | nt
92 | C=CCSCC1Nc2cc(Cl)c(S(N)(=O)=O)cc2S(=O)(=O)N1 (centres undefined) | 5% | 3% | nt
93 | Oc1c(Cl)cc(Cl)c2cccnc12 | -7% | 7% | nt
94 | CC(=O)NC(CC(=O)O)C(=O)O (centres undefined) | 16% | 0% | nt
95 | Cn1c(=O)[nH]c2nc[nH]c2c1=O | -6% | 0% | nt
96 | O=C1CC(c2ccc(O)c(O)c2)Oc2cc(O)cc(O)c21 (centres undefined) | ? | 10µM* | nt
97 | CC(=O)OC1CC2C(C)(C)C=CC(=O)[C@@]2(C)C2CC[C@@]3(C)C(c4ccoc4)OC(=O)C4OC43[C@]12C (some centres undefined) | -6% | 4% | nt
98 | CC1(C)C(=O)CC[C@@]2(C)C1CC(O)[C@@]1(C)C3=CC(=O)OC(c4ccoc4)[C@]3(C)CCC21 (some centres undefined) | -2% | -4% | nt
